Assay outcomes as filed in PubChem.
RAD52 inh – blocks human RAD52 DNA annealing; recombinant RAD52 DNA annealing, FRET fluorescence; inhibition, % at 18.7 µM; actives 0.46% (n = 360,000); AID 651710;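 active = every replicate showing at least 50% inhibition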
E-selectin induc – E-selectin induction on HUVECs; activation, % at 7.58 µM; P16581; actives 0.37% (n = 260,000); AID 686992; HUVEC E-selectin immunofluorescence imaging; normalized: neutral wells 0, TNF-alpha wells 100;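 active = mean E-selectin-positive cell signal at least 10% of the positive control, reached in at least 60% of replicates, without over 20% cell loss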;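 note: in these data hits start at about 27%; measured in HUVEC primary endothelial cells; signal is the percent of cells scored E-selectin positive by PE staining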
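Assay system: HUVEC primary endothelial cells. Input: 3,000 HUVEC seeded per well. Doses: one compound dose added by pin transfer. Read-out basis: % PE-positive cells. Benchmarks: TNF-alpha high, DMSO low. Detection: immunofluorescence imaging. Buffer or medium: EGM-2, gelatin.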
ERp5 inh – ERp5 (human) disulfide isomerase inhibition | Q15084 | ERp5 insulin aggregation, absorbance 650 nm, 90 min | inhibition, % at 9.99 µM | actives 0.05% (n = 350,000) | AID 651711;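 active = mean replicate inhibition above about 25%, with every replicate also reaching it, limit read from the data, passing the limit was not always enough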
RAD54 branch – blocks human RAD54 Holliday junction branch migration; FAM/BHQ fluorescence; inhibition, % at 10.4 µM; Q92698; actives 0.14% (n = 360,000);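 active = mean normalized replicate activity at least 40 and at least half of replicates scoring 40 or more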;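 note: 0% = median of neutral control wells and 100% = median of positive control wells; inhibitors cause a drop in the FAM fluorescence signal; in these data hits start at about 50%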
Target sequence (Q92698 whole entry, looked up): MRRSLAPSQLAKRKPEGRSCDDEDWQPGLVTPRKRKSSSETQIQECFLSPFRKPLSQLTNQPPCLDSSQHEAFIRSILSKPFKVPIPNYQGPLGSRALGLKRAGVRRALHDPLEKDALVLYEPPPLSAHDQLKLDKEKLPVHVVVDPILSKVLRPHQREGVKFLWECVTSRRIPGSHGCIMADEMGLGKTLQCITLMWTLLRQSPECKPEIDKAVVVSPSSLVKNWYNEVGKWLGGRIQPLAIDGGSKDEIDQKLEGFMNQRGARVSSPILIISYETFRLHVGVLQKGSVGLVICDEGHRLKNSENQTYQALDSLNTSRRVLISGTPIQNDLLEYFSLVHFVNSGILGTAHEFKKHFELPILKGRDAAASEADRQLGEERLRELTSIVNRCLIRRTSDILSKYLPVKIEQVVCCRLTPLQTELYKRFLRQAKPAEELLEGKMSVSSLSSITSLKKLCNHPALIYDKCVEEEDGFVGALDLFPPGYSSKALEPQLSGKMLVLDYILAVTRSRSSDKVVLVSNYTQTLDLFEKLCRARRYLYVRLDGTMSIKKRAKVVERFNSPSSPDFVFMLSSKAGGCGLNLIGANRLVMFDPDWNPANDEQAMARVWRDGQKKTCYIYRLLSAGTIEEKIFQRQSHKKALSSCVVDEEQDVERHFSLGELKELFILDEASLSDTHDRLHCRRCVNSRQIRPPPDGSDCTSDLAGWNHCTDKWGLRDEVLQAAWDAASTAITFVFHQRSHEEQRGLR
ARNT-TACC3 inh – disruptors of human ARNT/TACC3 interaction; AlphaScreen His-ARNT PAS-B/GST-TACC3 binding, luminescence; TACC3 fragment carries E629A point mutation; inhibition, % at 9.99 µM; actives 0.66% (n = 390,000);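 active = mean inhibition of replicates at least 50% and at least half of replicates each reaching 50%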;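 note: 0% = complete ARNT plus TACC3 wells and 100% = ARNT alone without TACC3; many hits fall short of the cut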
esBAF inh – inhibitors of esBAF chromatin remodeling in mouse ES cells. Bmi1-luciferase knock-in reporter, 24 h; 100% = twice the neutral-well signal. reporter increase, % at 12.5 µM. actives 2% (n = 350,000); in the data active = activation above about 40%;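 note: 0% = median of the plate's neutral control wells and 100% = double that signal; a rise in the Bmi1 reporter signal indicates esBAF inhibition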
Casp6 inh – caspase-6 (human) enzyme inhibition. actives 0.53% (n = 350,000). purified caspase-6, Z-VEID-R110 cleavage fluorescence. P55212. inhibition, % at 12.5 µM;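 active = mean inhibition across replicates at least about 35%, with every replicate also reaching that limit, limit read from the data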;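 note: 0% = median of neutral control wells and 100% = no fluorescence left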
Target sequence (P55212 24-179 limits assumed): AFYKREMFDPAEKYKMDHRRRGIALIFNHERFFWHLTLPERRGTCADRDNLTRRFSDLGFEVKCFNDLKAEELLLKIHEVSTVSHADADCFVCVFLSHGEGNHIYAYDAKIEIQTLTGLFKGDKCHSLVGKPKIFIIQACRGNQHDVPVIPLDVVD
Target sequence (P55212 194-293 limits assumed): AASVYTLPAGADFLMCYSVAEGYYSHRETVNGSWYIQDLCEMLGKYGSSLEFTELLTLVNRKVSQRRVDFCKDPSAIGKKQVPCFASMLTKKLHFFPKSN
PglD inh – inhibitors of Campylobacter jejuni PglD acetyltransferase. purified PglD enzyme, DTNB colorimetric CoA detection. inhibition, % at 12.5 µM. actives 0.098% (n = 360,000). AID 602405; in the data active = inhibition above about 16%, passing the limit was not always enough; note: strong numbers were not always called active
* hit, by the source's call; . = no result given; & = joins results of further samples.

SMILES | RAD52 inh | E-selectin induc | ERp5 inh | RAD54 branch | ARNT-TACC3 inh | esBAF inh | Casp6 inh | PglD inh
OC(c1ccc(Cl)cc1)C(O)c1nc2ccccc2[nH]1 (stereo not given) | . | . | . | 4 | -3 | -8 | . | -5
Cc1ccc2c(c1)[nH]c1c(=O)n(CCN3CCCCC3)cnc12 | . | . | . | 7 | 0 | 13 | . | -2
COCCN(C(=O)c1ccc2c(c1)S(=O)(=O)N=C1CCCCCN12)c1c(N)n(CC(C)C)c(=O)[nH]c1=O | -6 | -1.7 | 3 | -16 | -7 | -6 | 2 | -1
C/C(=N\NC(=O)c1ccc(O)cc1)c1cccc(NC(=O)c2ccccc2C)c1 | -4 | -0.1 | 2 | 0 | 0 | . | 2 | 7
Nc1ccc(C(=O)NCC2(c3ccccc3)CCCC2)cc1 | -111 | 3.5 | -2 | -1 | -5 | 4 | 2 | 2
CCOC(=O)CNc1nc(Cl)nc(Nc2ccc(C)cc2)n1 | -5 | 8.3 | 13 | -3 | -8 | 11 | -3 | 1
COc1cc(NC(C)CCCNC(C)C)c2ncccc2c1OC (stereo not given) | -37 | 0.0 | 3 | -13 | 59* | -4 | 38* | -3
CCCCN1CC2([N+](=O)[O-])C=CC(=O)C([N+](=O)[O-])(C1)C2CC(=O)c1ccccc1 (stereo not given) | . | 0.7 | . | 8 | 0 | . | . | 8
COc1ccc(C(=O)NCCn2cc(SCC(=O)Nc3nnc(C)s3)c3ccccc32)cc1 | -18 | . | 3 | . | 3 | . | 1 | .
C[C@H](CO)N1C[C@H](C)[C@@H](CN(C)C(=O)Nc2ccc3c(c2)OCO3)OCCCC[C@H](C)Oc2ccc(NC(=O)Nc3ccc(F)cc3)cc2C1=O | -1 | -0.2 | -4 | -5 | -5 | 4 | -1 | -7
Cc1ccc(S(=O)(=O)N(C)[C@H]2C[C@H]3c4cc(-c5ccc6c(c5)OCO6)ccc4CCN3C[C@H]2[C@H](C)O)cc1 | -14 | 0.7 | -2 | . | . | . | -3 | .
O=C(O)CCC(=O)Nc1ccc(Br)cc1C(=O)c1ccccc1 | -9 | -1.2 | -1 | -10 | -7 | . | 2 | 1
CN[C@H](C)C(=O)NC[C@H]1O[C@@H](n2cnc3c(N)ncnc32)[C@H](O)[C@@H]1O | . | . | . | -4 | -4 | 2 | . | 3
COc1ccc(Cl)cc1NC(=O)COc1ccc2c(c1)OCO2 | -5 | 1.3 | 2 | 2 | . | 3 | -3 | 1
COC(=O)Cc1ccc(NC(=O)c2ccccc2Br)cc1 | -4 | 16 | 1 | . | -13 | . | -2 | .
O=C(NC(=S)Nc1ccc(CN2CCCCC2)cc1)c1cccc(OCc2ccccc2)c1 | -23 | 0.2 | 3 | . | 26 | . | -1 | .
Cc1ccc(S(=O)(=O)Nc2ccc3c(c2)C(=O)N([C@@H](C)CO)C[C@@H](C)[C@H](CN(C)CC2CC2)OCCCC[C@H](C)O3)cc1 | 35 | 0.1 | -2 | 16 | 10 | 1 | 1 | -1
CCOC(=O)c1c(N)n(-c2ccc(N)cc2)c2nc3ccccc3nc12 | -3 | . | -24 | . | 6 | . | 2 | .
C[C@H]1CCCCO[C@H](CN(C)C(=O)NC2CCCCC2)[C@@H](C)CN([C@@H](C)CO)C(=O)c2cc(NC(=O)c3ccncc3)ccc2O1 | 8 | -0.1 | 4 | 0 | 2 | -3 | 0 | 0
CCOC(=O)C1=C(C)N(c2ccc(OC)cc2)C(=O)/C1=C\c1cccs1 | -1 | . | -1 | . | -1 | . | 4 | .
CC(=O)N1C[C@@H]2[C@H](c3ccccc31)[C@H](CO)N2C(=O)CC1CC1 | 8 | 1.6 | -2 | -1 | -1 | 1 | 1 | -4
COc1ccc(C(=O)NC(Cc2ccccc2)c2ccc3c(c2)OCCCO3)cc1 (stereo not given) | -1 | . | 4 | 0 | 5 | 15 | 0 | 1
O=C(C1CCC1)N1CC2(C1)[C@H](c1ccccc1)[C@@H](CO)N2Cc1cncnc1 | -7 | -0.1 | -3 | . | . | . | -3 | .
COC1C=CC=C(C)C(=O)NC2=CC(=O)C(N)=C(CC(C)CC(OC)C(O)C(C)C=C(C)C1OC(N)=O)C2=O (stereo not given) | -2 | -0.5 | 0 | . | 12 | . | 10 | .
COCC#Cc1ccc2c(c1)O[C@@H](CN(C)C(=O)NC(C)C)[C@@H](C)CN([C@H](C)CO)S2(=O)=O | 0 | -0.2 | -3 | 1 | -1 | 0 | 3 | 0
Cc1ccc(Nc2nc(-c3cccnc3)nc3ccccc23)cc1 | -21 | -0.3 | -1 | -3 | -3 | . | -3 | -1
Cc1cc(N2CCOCC2)nc2ccc(NC(=S)NC(C)C)cc12 | 53* | -0.6 | -3 | 8 | 11 | 11 | 21 | -1
Cc1ccc(NC(=O)c2cc(-c3cc(Cl)ccc3O)n[nH]2)cc1C | -6 | . | 5 | 1 | 10 | 0 | 1 | -2
COc1ccc(S(=O)(=O)NCCC(=O)Nc2ccc(C)cc2)cc1 | -9 | . | 11 | 0 | -5 | 2 | 2 | 5
CC(=O)Nc1ccc2c(c1)nc(C)n2Cc1ccccc1 | -30 | 3.1 | 3 | -3 | -6 | -8 | -1 | -5

Entries listed so far shown as hits in RAD52 inh.
Structure | RAD52 inh | ERp5 inh | ARNT-TACC3 inh | esBAF inh | Casp6 inh | PglD inh
Cc1cc(N2CCOCC2)nc2ccc(NC(=S)NC(C)C)cc12 | 53* | -3 | 11 | 11 | 21 | -1

Additional records follow:
SMILES | RAD52 inh | E-selectin induc | ERp5 inh | RAD54 branch | ARNT-TACC3 inh | esBAF inh | Casp6 inh | PglD inh
CC(=O)c1cnc(N2CCCCC2)nc1C | . | . | . | -8 | 8 | 12 | . | -3
CCCC(O)(c1ccccc1)C(c1ccccc1)c1ccccn1 (stereo not given) | -16 | 8.0 | 2 | -1 | -12 | -12 | 0 | 0
Cc1ccc(-c2ccc3c(c2)O[C@@H](CN(C)Cc2ccc(F)cc2)[C@@H](C)CN([C@@H](C)CO)S3(=O)=O)cc1 | -12 | -0.2 | -6 | 7 | 6 | -4 | -2 | 2
Brc1ccc(N2O[C@H]3C=C[C@@H]2C3)nc1 | -72 | 0.0 | 5 | . | . | . | 2 | .
Nc1c(S(=O)(=O)c2cccs2)c2nc3ccccc3nc2n1/N=C/c1cccc(O)c1 | . | . | . | 0 | 33 | 19 | . | 5
Cc1ccnc(NC(=O)CCC(=O)N(CC(=O)NC2CCCCC2)c2cccc(C)c2C)c1 | . | . | . | -6 | -5 | 7 | . | -2
C[C@H]1CN([C@@H](C)CO)C(=O)c2cccc(NC(=O)c3ccc(-c4nccs4)cc3)c2O[C@H]1CN(C)C(=O)Nc1ccccc1 | -15 | 0.1 | -5 | -5 | -3 | -5 | -3 | -1
CCCCNC(=O)c1onc(CSc2cccc3ccccc23)c1C(=O)O | -24 | 1.6 | 3 | 4 | -2 | -2 | -1 | -4
CCOc1ccc(NC(=O)CC2C(=O)N(C)C(=S)N2CCCc2ccccc2)cc1 (stereo not given) | -10 | . | 2 | 3 | -1 | . | -4 | -5
C[C@H]1CCCCO[C@@H](CN(C)Cc2ccc(C(=O)O)cc2)[C@@H](C)CN([C@@H](C)CO)C(=O)c2cc(NC(=O)NC3CCCCC3)ccc2O1 | -5 | 0.0 | -5 | -4 | -6 | 2 | 1 | -1
C=CCN1C(=O)CSC1=Nc1ccc(C(=O)O)cc1 | -2 | 3.6 | -2 | 0 | -1 | -2 | -18 | 3
CN(c1ccccc1)c1nc(N)c([N+](=O)[O-])c(NCc2ccccc2)n1 | 2 | . | 3 | . | -6 | 0 | -2 | .
O=c1oc2cc(OCc3ccc([N+](=O)[O-])cc3)ccc2c2c1CCCC2 | . | . | . | -6 | 2 | 8 | . | 4
Cc1ccc(S(=O)(=O)N2CCOCC2)cc1C(=O)N1CCN(c2ncccn2)CC1 | -8 | -0.1 | 3 | 6 | 29 | -7 | -1 | -4
CCC(=O)N1[C@H](CN(CC)C(=O)c2cccc(F)c2)[C@@H](c2ccccc2)[C@@H]1CO | -15 | 0.0 | -5 | -1 | -3 | 1 | 5 | 1
CCN(C[C@H]1N[C@@](CC)(C(=O)OC)[C@H]2C(=O)N(C)C(=O)[C@@H]12)C(=O)Nc1ccc(C(F)(F)F)cc1 | -2 | . | -5 | -2 | -3 | -9 | 3 | 0
CN1c2ccc(C3=CCCCC3)cc2[C@@H]2[C@@H](CCN2C(=O)C2CCC2)[C@H]1CO | 27 | 0.4 | -2 | . | . | . | 0 | .
O=C(/C=C/c1ccccc1)NNC(=O)C1CC1 | -8 | . | 8 | -7 | -11 | 2 | -3 | 2
CC(NC(=O)c1ccccc1)c1nnc(SCC(=O)NC2=NCCS2)n1C (stereo not given) | 2 | . | 3 | . | 1 | -6 | -5 | .
COCCCn1c(SCC(=O)NC(C)(C)C)nnc1-c1ccccc1 | . | . | . | 9 | 23 | -7 | . | 3
Cc1oc(-c2ccc(-c3ccccc3)cc2)nc1CN(C)C1CCOC1 (stereo not given) | -11 | 0.0 | -3 | 2 | 5 | 35 | 1 | 3
COCCNC(=O)Cc1c(C)c2c(cc(C)c3c(C)coc32)oc1=O | -5 | -0.1 | 2 | -11 | 0 | -4 | 0 | 5
COc1ccc(S(=O)(=O)NC2CCCC2)cc1C(N)=O | -11 | -0.2 | 4 | 8 | 9 | 1 | -1 | 3
CC(C)CC(=O)OCc1cn(-c2ccccc2)nn1 | . | . | . | 4 | -13 | 10 | . | -4
C[C@@H]1CN([C@@H](C)CO)C(=O)CCCn2cc(nn2)CO[C@H]1CN(C)S(=O)(=O)c1ccccc1F | 1&-4&-10 | 1.2 | -3&2&3 | -1&4 | -14&-7 | 1&3&2 | 3&1&-1 | 1&-1
CCCCN(CCCC)c1nc2ccccc2nc1C(C#N)C(=O)NCCCOC (stereo not given) | . | . | . | -3 | -2 | -10 | . | 4
CCOC(=O)C1CCN(S(=O)(=O)c2ccc(-c3ccc(=O)[nH]n3)o2)CC1 | -8 | . | 0 | 6 | -2 | 0 | -2 | -2
COc1cnc(SCc2ccc(Cl)c(Cl)c2)nc1Cl | -8 | . | 3 | -11 | -1 | 7 | 1 | -5
CCCCCOC(=O)c1cc(=O)[nH]c2ccccc12 | . | . | . | 2 | -1 | 37 | . | 1
COc1cccc(-c2nc(-c3ccc4c(c3)-c3ccccc3S4(=O)=O)c(-c3ccccc3)[nH]2)c1OC | . | . | . | -1 | -3 | 9 | . | -7

Taken from the listing (2 entries):
SMILES | RAD52 inh | E-selectin induc | ERp5 inh | RAD54 branch | ARNT-TACC3 inh | esBAF inh | Casp6 inh | PglD inh
OC(c1ccc(Cl)cc1)C(O)c1nc2ccccc2[nH]1 (stereo not given) | . | . | . | 4 | -3 | -8 | . | -5
Cc1ccc2c(c1)[nH]c1c(=O)n(CCN3CCCCC3)cnc12 | . | . | . | 7 | 0 | 13 | . | -2

New compounds follow:
SMILES | RAD52 inh | E-selectin induc | ERp5 inh | RAD54 branch | ARNT-TACC3 inh | esBAF inh | Casp6 inh | PglD inh
COC(=O)C1(C)COP(=O)(NC23CC4CC(CC(C4)C2)C3)OC1 (stereo not given) | -1 | 0.0 | 5 | . | -2 | . | 0 | .
COc1ccc(OC)c(/C=N/NC(=O)c2cnccn2)c1 | -4 | 9.9 | -1 | . | 7 | . | -1 | .
N#CC(C#N)=C(N)Nc1cccc(Cl)c1 | -5 | -0.2 | 5 | . | -5 | -3 | -1 | .
CCOc1ccc(C(=O)Nc2nnc(C3=COCCO3)o2)cc1 | -15 | -0.2 | 10 | 7 | 27 | -2 | -2 | -3
Cc1ccc(-c2csc(Nc3ccc(S(N)(=O)=O)cc3)n2)o1 | -7 | -0.7 | 6 | . | 20 | . | . | .
CCOC(=O)/C=C/C(=O)Nc1ccc(S(=O)(=O)Nc2nccs2)cc1 | -12 | . | -2 | -12 | -2 | -1 | 3 | 3

Arranged by the number under ARNT-TACC3 inh (highest first): three of the compounds above
mol | ARNT-TACC3 inh
CCOc1ccc(C(=O)Nc2nnc(C3=COCCO3)o2)cc1 | 27
COc1ccc(OC)c(/C=N/NC(=O)c2cnccn2)c1 | 7
COC(=O)C1(C)COP(=O)(NC23CC4CC(CC(C4)C2)C3)OC1 (stereo not given) | -2
